# MITF TRPM1 inh = reduces MITF-dependent TRPM1 promoter luciferase signal; SK-MEL-5 TRPM1 promoter luciferase, 24 h; inhibition, % at 12.5 µM; actives 0.83% (n = 330,000);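 active = mean inhibition across replicates of 60% or more, whatever share of single replicates reaches that level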; also: values of inactives mirror those of a sister screen read the other way
# Shn3 3UTR inh = inhibitors of Schnurri-3 3'UTR reporter in osteoblasts | Clone20 osteoblast Shn3 3'UTR firefly luciferase, 24 h | inhibition, % at 12.5 µM | actives 0.52% (n = 360,000);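 active = mean inhibition of at least 75% with every replicate also reaching 75%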;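 also: 0% = median of neutral control wells and 100% = pilot-screen positive control compound; some compounds past the cut are filed as inactive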
# KKLEB tox = CF airway cell cytotoxicity counter-screen | actives 0.36% (n = 360,000) | KKLEB CF airway cells viability, ATPlite luminescence, overnight; hits give low values; cells stimulated with P. aeruginosa culture filtrate | activity change (cytotoxicity), % at 5 µM | AID 602141;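 active = corrected activity change at or below -50% at 5 µM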
# TROY signal inh = blocks TROY-dependent signaling in reporter cells. Q293 LMP1-TROYcd NF-kB luciferase reporter, 4 h. inhibition, % at 10 µM. actives 0.98% (n = 360,000). AID 1347056;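 active = compounds whose plate-normalised and pattern-corrected inhibition of the luciferase reporter signal at the single screening dose is 50% or more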
# NR2E3 ag-1 = agonists of human nuclear receptor NR2E3; Q9Y5X4; GST-NR2E3/biotin-RetCOR TR-FRET, 1536-well; inhibition of corepressor binding, % at 4.78 µM; actives 0.12% (n = 320,000); AID 2300;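 active = percent inhibition above the cutoff of mean plus 3 SD of all tested compounds, set per screening campaign, cut at about 20% in these data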;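 also: 0% = DMSO wells and 100% = biotin wells as full block of FRET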
# Target sequence (Q9Y5X4 whole entry, looked up): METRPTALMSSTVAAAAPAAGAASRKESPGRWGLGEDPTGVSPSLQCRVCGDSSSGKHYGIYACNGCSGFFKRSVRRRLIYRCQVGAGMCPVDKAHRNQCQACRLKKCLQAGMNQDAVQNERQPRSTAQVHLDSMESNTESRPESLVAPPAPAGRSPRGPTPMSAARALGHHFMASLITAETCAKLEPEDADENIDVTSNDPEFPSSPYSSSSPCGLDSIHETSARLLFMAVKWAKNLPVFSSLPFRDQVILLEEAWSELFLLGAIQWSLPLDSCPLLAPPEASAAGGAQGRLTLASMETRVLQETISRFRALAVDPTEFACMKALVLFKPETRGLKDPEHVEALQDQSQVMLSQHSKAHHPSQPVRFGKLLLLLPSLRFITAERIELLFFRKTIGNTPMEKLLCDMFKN
#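 Format: 1536-well format; test system: GST-NR2E3 and biotin-RetCOR proteins; read-out basis: percent inhibition of TR-FRET ratio; timing: 5 h incubation at 4 °C; detection: time-resolved FRET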
# NR2E3 ag-2 = agonists of human NR2E3 nuclear receptor; inhibition of corepressor binding, % at 3.98 µM; CHO-S Gal4-NCOR/VP16-NR2E3 two-hybrid, luciferase; Q9Y5X4; AID 602229; actives 0.35% (n = 360,000);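 active = inhibition above the mean of all tested compounds plus 3 SD, cut at about 70% in these data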;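 also: 0% = DMSO with NR2E3 transfected cells and 100% = cells lacking NR2E3 construct; higher means lower luciferase signal from less NR2E3 corepressor binding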
# TRAIL sens C8 = sensitizes caspase-8 expressing cells to TRAIL; NB7+C8 cells + TRAIL, ATPlite viability luminescence; inhibition (viability loss, TRAIL sensitization), % at 10 µM; actives 1% (n = 360,000); AID 624354;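 active = compounds causing at least 50% loss of cell viability in the single-dose screen, relative to plate controls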
# HIF-2a inh = inhibitors of HIF-2a. 786-0 RCC cells HIF-2a reporter, luciferase luminescence, overnight. inhibition, % at 18.8 µM. actives 0.72% (n = 360,000). AID 624352;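 active = inhibition of the luminescence signal of 40% or more relative to plate controls, in a single-dose primary screen at 18.75 µM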
# CF NFkB inh = cystic fibrosis NF-kB activation inhibition | KKLEB NF-kB-GFP reporter, PAF-induced, GFP fluorescence overnight | inhibition, % at 5 µM | actives 0.86% (n = 360,000) | AID 588850;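 active = at least 50% inhibition at 5 µM, scaled per plate between neutral and stimulator controls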;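 also: PAF is a Pseudomonas aeruginosa culture filtrate used as stimulus; plate controls were PAF-stimulated DMSO wells for no effect and unstimulated DMSO wells for full effect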
# Peg3 promoter = reduces Peg3 promoter-driven luciferase expression in HeLa | HeLa PEG-Prom luciferase reporter, luminescence, overnight | inhibition, % at 20 µM | actives 1.7% (n = 360,000);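 active = inhibition of at least 50% at 20 µM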
# TWEAK Fn14 block = TWEAK-Fn14 signaling inhibition; TWEAK-stimulated Fn14 reporter cells, luciferase luminescence, 8 h; inhibition, % at 10 µM; actives 2% (n = 360,000); in the data active = inhibition above about 50%
# Active calls of the source: *; x = not tested or not shown.
SMILES,MITF TRPM1 inh,Shn3 3UTR inh,KKLEB tox,TROY signal inh,NR2E3 ag-1,NR2E3 ag-2,TRAIL sens C8,HIF-2a inh,CF NFkB inh,Peg3 promoter,TWEAK Fn14 block
Cc1ccc(N)cc1N,-2.0,-14.6,2.7,-0.6,1.1,-7.4,-7.9,10.8,-11.7,6.7,8.8
O=C(O)c1nonc1-c1nonc1C(=O)O,-7.4,-8.1,11.3,25.3,1.9,-5.5,9.0,2.5,-20.2,5.8,16.4
O=c1c2ccccc2nc(-c2ccccc2Cl)n1-c1cccc(O)c1,x,17.2,-8.9,-8.1,x,-20.5,5.4,5.5,12.6,18.2,18.2
O=C1NCN(c2ccccc2)C12CCN(C(c1ccnc3ccccc13)c1nnnn1Cc1ccccc1)CC2 (configuration not stated),x,7.5,-9.4,9.0,x,4.5,-17.3,20.1,11.6,17.8,3.8
CC[C@H]1CN(C)C[C@@]2(C(=O)OC)Cc3c([nH]c4ccccc34)C(=O)C[C@@H]12,11.6,-7.1,-14.2,-9.9,0.2,-5.2,6.8,13.6,-0.2,-3.9,4.4
CC(O)(CS(=O)(=O)c1ccccc1)C(=O)Nc1ccc(C(F)(F)F)cc1 (configuration not stated),-10.7,-15.8,5.4,-11.4,3.8,-13.0,13.6,-5.2,11.3,6.8,-22.5
CCCCCN1C(=O)c2ccccc2[C@@]2(C(=O)OCC)Cc3cc(OC)ccc3[C@@H]12,x,x,x,23.7,x,-10.0,58.9*,34.6,x,x,35.1
CN(Cc1cccc(-c2cccnc2)c1)C(=O)Oc1ccc([N+](=O)[O-])cc1,x,x,x,55.7*,x,-3.0,15.2,-10.8,x,x,83.3*
COC(=O)C1=C(c2ccc(OC)c(OC)c2)C[C@@H]2CC[C@H]1N2C(=O)N1CCCCC1,-13.1,-16.5,-1.8,8.8,-1.1,1.4,-18.0,12.2,-7.3,8.3,-13.5
O=C1C=C2c3ccccc3CC(C(=O)O)C2CC1 (configuration not stated),x,6.0,-4.8,1.5,x,10.1,5.2,10.7,3.4,-2.2,6.5
CCCN1CCC[C@H](c2cccc(O)c2)C1,4.4,11.0,-3.8,4.8,2.9,-29.8,-9.9,7.5,11.8,-5.5,10.6
CCOC(=O)N(C)c1ccc(C(O)(C(=O)OC)C(F)(F)F)cc1 (configuration not stated),-0.5,-1.9,-3.3,4.7,0.6,-11.5,-2.1,18.8,11.6,14.6,2.8
COC(=O)[C@@]1(C#N)[C@@H]2C=CC(C(C)=O)=CN2[C@@H](C(N)=O)[C@@H]1c1ccc(F)cc1,12.0,-0.4,-21.2,-0.9,-2.4,-3.4,-1.3,5.8,6.2,-1.8,6.9
CCCCCCN=Cc1c(O)n(C)c(=O)n(C)c1=O,-0.8,-32.6,5.7,-3.2,-3.3,7.2,-12.6,12.3,-4.2,14.8,-0.3
CCN1C(=O)CC(=O)N(CC)C1=S,x,-21.3,14.8,-7.9,x,-22.1,-8.4,8.9,2.5,11.8,-4.9
Cc1ccc(Cn2nnnc2CN2CCC(n3nnc4cc(C)ccc43)CC2)cc1,3.6,6.2,11.8,-5.0,-1.3,-16.4,3.3,12.9,9.9,35.2,-47.7
O=P(Oc1ccccc1)(Oc1ccccc1)N1CCN(c2ccc(F)cc2)CC1,4.4,-22.2,-7.4,4.1,2.7,-11.3,0.5,27.2,8.1,20.6,-0.2
COC(=O)C1=C(c2c(C)noc2C)C[C@@H]2CC[C@H]1N2C(=O)N1CCCCC1,-3.9,-17.7,-3.7,1.6,2.3,-49.6,-17.4,13.0,17.7,-2.5,-4.5
Cc1c(C=C2C(=O)N(C)C(=S)N(C)C2=O)c2ccccc2n1CC(=O)NCC1CCCO1 (configuration not stated),16.1,-16.1,8.2,-16.8,x,6.3,17.4,16.7,-49.0,16.4,14.9
CCC(C)n1c(O)c(C=NCC2CCCO2)c(=O)[nH]c1=S (configuration not stated),13.5,-2.4,6.2,-5.8,0.9,-7.0,-3.3,15.8,-8.4,15.9,9.6
CC1(C)C(C(=O)N2CCN(c3ccc(Cl)cc3)CC2)C1(C)C,-6.1,3.2,-1.3,21.1,-2.7,-6.2,-6.0,-22.3,11.0,-3.0,-0.3
Cc1ccc(OC(=O)N(C)C[C@@H]2OCc3cnnn3CCCC(=O)N([C@H](C)CO)C[C@H]2C)cc1,x,6.0,-1.8,-14.0,x,-0.9,2.5,8.6,-3.3,0.8,-4.9
O=c1[nH]c(=O)n(-c2cccc(F)c2)c(O)c1/C=C1\C=Nc2ccccc21,1.8,-3.3,1.6,-10.3,1.3,-2.1,13.4,16.7,-6.1,0.7,41.2
COc1cc2c(cc1OC)C13CCN4CC5=CCOC(CC(=O)O)C(C5CC41)C3N2 (configuration not stated),8.1,4.6,-4.2,-5.0,x,-0.9,-11.8,5.3,-4.5,0.2,7.5

# 4 neighbouring entries from above, for reference:
SMILES,MITF TRPM1 inh,Shn3 3UTR inh,KKLEB tox,TROY signal inh,NR2E3 ag-1,NR2E3 ag-2,TRAIL sens C8,HIF-2a inh,CF NFkB inh,Peg3 promoter,TWEAK Fn14 block
COC(=O)[C@@]1(C#N)[C@@H]2C=CC(C(C)=O)=CN2[C@@H](C(N)=O)[C@@H]1c1ccc(F)cc1,12.0,-0.4,-21.2,-0.9,-2.4,-3.4,-1.3,5.8,6.2,-1.8,6.9
CCCCCCN=Cc1c(O)n(C)c(=O)n(C)c1=O,-0.8,-32.6,5.7,-3.2,-3.3,7.2,-12.6,12.3,-4.2,14.8,-0.3
CCN1C(=O)CC(=O)N(CC)C1=S,x,-21.3,14.8,-7.9,x,-22.1,-8.4,8.9,2.5,11.8,-4.9
Cc1ccc(Cn2nnnc2CN2CCC(n3nnc4cc(C)ccc43)CC2)cc1,3.6,6.2,11.8,-5.0,-1.3,-16.4,3.3,12.9,9.9,35.2,-47.7

# Further structures follow.
SMILES,MITF TRPM1 inh,Shn3 3UTR inh,KKLEB tox,TROY signal inh,NR2E3 ag-1,NR2E3 ag-2,TRAIL sens C8,HIF-2a inh,CF NFkB inh,Peg3 promoter,TWEAK Fn14 block
CCCCn1c(O)c(C(C)=Nc2cccc(C(=O)O)c2)c(=O)[nH]c1=O,9.0,15.6,1.9,-28.9,-0.7,-45.1,9.4,-19.3,0.4,-7.6,14.8
Cc1cc(C)c(NC2=NCCS2)cc1C,x,-0.8,17.1,4.0,x,18.3,2.9,10.3,-3.1,5.7,15.0
COc1cc2c(cc1OC)-c1c(OC)c(OC)cc3c1[C@H](C2)N(C)CC3,-1.3,-27.5,-10.3,16.5,2.1,-1.4,2.1,19.5,-99.9,12.6,-26.2
O=c1[nH]c2ccccc2n1C1CCN(C(c2cccc3ccccc23)c2nnnn2-c2ccc3c(c2)OCCO3)CC1 (configuration not stated),x,17.1,-85.3*,24.1,x,40.3,18.7,-18.8,84.5*,70.7*,45.8
CC1CC2(C)C(CCC3C2CCC2(C)C(OP(=O)(N4CC4)N4CC4)CCC32)CC1=O (configuration not stated),2.4,13.4,-0.3,-17.4,x,-7.5,-2.9,2.8,-9.8,-14.8,21.6
CC(C)(C)n1nnnc1C(C1CC1)N1CCC2(CC1)C(=O)NCN2c1ccccc1 (configuration not stated),x,15.8,-16.2,14.2,x,-14.2,1.1,10.8,8.7,5.1,-7.4
COc1ccc(-n2c(CN3CCOCC3)nc3ccccc3c2=O)c(OC)c1,0.2,1.3,15.2,1.2,5.7,-14.2,-12.5,17.3,-7.5,11.6,1.0
CC(C)CCOP(N)(=O)Oc1ccccc1 (configuration not stated),3.8,-22.2,2.1,2.6,4.8,-8.4,-3.1,0.3,0.2,1.0,-6.1
COc1ccc(CCNCc2ccc(OC)c(OC)c2OC)cc1,-25.3,2.0,-8.1,5.5,1.9,-31.7,-0.1,-89.9,-13.5,-24.8,25.7
C[C@]12CCC3C(CC[C@H]4C[C@@H](O)CC[C@]34C)C1C[C@@H](O)[C@]2(C)O (some centres not stated),-8.2,5.9,-1.9,3.4,x,-53.7,-11.9,-3.0,13.1,4.2,3.0
Cc1nn(Cc2ccc(Cl)cc2Cl)c(Cl)c1C(=O)NC1CCCc2ccccc21 (configuration not stated),6.9,15.9,-5.1,23.8,2.2,-49.3,0.3,28.7,8.4,26.8,38.4
COc1ccc(C(c2nnnn2Cc2ccccc2)N2CCC3(CC2)C(=O)NCN3c2ccccc2)cc1 (configuration not stated),x,-1.9,-8.8,5.6,x,-9.0,8.2,-3.3,-4.9,21.2,11.9
O=[N+]([O-])c1ccc(N2CCOCC2)c2ccncc12,-11.7,7.3,-8.9,15.7,3.1,-11.1,6.4,13.3,19.4,1.5,3.7
CCC(N)Cc1c[nH]c2ccccc12 (configuration not stated),7.5,-12.0,-4.0,5.9,x,-13.2,-23.2,13.3,4.5,-1.6,8.0
CCCCn1nnnc1C(c1ccnc2ccccc12)N1CCC2(CC1)C(=O)NCN2c1ccccc1 (configuration not stated),x,0.7,1.2,10.4,x,-4.5,-4.3,10.4,-14.1,-7.7,7.7
Cc1ccc2c(c1Cl)NC(C(=O)O)C1CC(Sc3ccccc3[N+](=O)[O-])C(Cl)C21 (configuration not stated),-8.9,-15.5,-0.1,24.4,-2.3,-58.0,-1.9,13.5,12.4,35.6,9.1
COc1ccc2c(c1)NP(=S)(c1ccccc1)N2 (configuration not stated),-19.1,-24.6,11.0,20.8,x,-99.3,-5.0,-47.5,-13.5,-6.7,-0.5
CC1=C(C(=O)N2CCC3(CC2)OCCO3)C2(CCC(C)CC2)OC1=O (configuration not stated),-8.4,9.8,10.1,-5.8,1.1,7.7,1.7,7.8,4.2,-7.2,17.7
CCOC(=O)CNC(=O)N1Cc2cc(-c3ccc(OC)cc3)ccc2-n2nncc2C1,x,-9.8,-2.8,3.0,x,7.0,-10.7,10.0,-10.8,-1.6,-35.3
CC(CN1CCOCC1)OC(=O)Cc1ccccc1 (configuration not stated),1.4,-6.8,9.9,-16.6,3.3,-26.9,-5.4,16.1,4.0,-4.1,10.1
COC(=O)C1=C(c2c(C)noc2C)C[C@@H]2CC[C@H]1N2C(=O)N1CCC(O)CC1,-4.3,0.5,17.3,-8.9,-0.1,-15.7,3.7,14.8,-2.7,2.5,-10.7
C=C1N2CCC(CC2)C1(O)c1ccc(C)c(C)c1 (configuration not stated),14.3,-8.5,-1.6,9.5,0.6,2.7,-16.9,9.4,-4.3,10.1,-2.4
O=P(Nc1cccc(Cl)c1)(Oc1ccccc1)Oc1ccccc1,-0.3,2.6,-15.6,31.2,4.3,4.8,-5.2,29.4,2.7,33.2,27.0
N[C@@H](Cc1c[nH]c2ccccc12)c1nnc(SCc2ccccc2F)o1,-3.1,-15.6,1.1,11.6,-3.2,13.5,-4.5,-10.7,4.8,0.0,5.3
O=C1NC(=O)N(c2ccc(F)cc2)C(=O)/C1=C/c1ccc(N2CCOCC2)cc1,0.7,-11.7,2.8,7.3,-1.8,-16.7,2.1,19.8,-11.0,-3.8,5.3
O=C1NC(=O)C2(Cc3cc([N+](=O)[O-])ccc3N3CCN(C(=O)c4ccccc4)CC32)C(=O)N1 (configuration not stated),12.5,5.7,5.1,-12.4,-1.3,-8.1,-9.5,4.4,-16.1,-10.8,-0.6

# These rows are one share of the data; rates above refer to the full screens.
